# FBW7 act: activators of human E3 ligase FBW7. Q969H0. actives 0.13% (n = 650,000). normalized activity (activation), % at 26.1 µM. AID 1259310. AlphaScreen FBW7–phospho-cyclin E peptide binding, activator screen; in the data active means normalized activity above about 1.9%;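 further: purified mutant Fbw7 with reduced substrate affinity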
# Target sequence (Q969H0 whole entry, looked up): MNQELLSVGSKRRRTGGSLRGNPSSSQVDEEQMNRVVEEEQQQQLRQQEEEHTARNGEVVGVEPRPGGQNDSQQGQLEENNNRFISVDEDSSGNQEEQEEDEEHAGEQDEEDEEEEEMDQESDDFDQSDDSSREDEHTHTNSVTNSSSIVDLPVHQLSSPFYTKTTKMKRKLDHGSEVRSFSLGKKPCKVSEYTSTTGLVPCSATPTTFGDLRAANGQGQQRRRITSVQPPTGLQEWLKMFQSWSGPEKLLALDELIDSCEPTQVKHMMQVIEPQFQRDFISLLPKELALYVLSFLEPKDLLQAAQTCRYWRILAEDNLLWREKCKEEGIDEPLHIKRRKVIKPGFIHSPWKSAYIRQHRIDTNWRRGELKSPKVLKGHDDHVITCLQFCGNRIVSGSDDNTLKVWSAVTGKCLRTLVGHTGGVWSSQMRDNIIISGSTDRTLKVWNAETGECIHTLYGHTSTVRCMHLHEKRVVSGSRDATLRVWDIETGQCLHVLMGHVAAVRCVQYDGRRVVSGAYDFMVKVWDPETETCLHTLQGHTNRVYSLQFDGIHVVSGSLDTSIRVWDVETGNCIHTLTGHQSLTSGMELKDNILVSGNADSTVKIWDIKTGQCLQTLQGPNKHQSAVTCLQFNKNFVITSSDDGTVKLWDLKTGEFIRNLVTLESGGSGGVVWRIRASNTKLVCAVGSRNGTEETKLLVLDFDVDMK
# GPR151 ag: activates the human receptor GPR151 | Q8TDV0 | PathHunter beta-arrestin GPR151 cells, luminescence | activation, % at 11.2 µM | actives 1% (n = 650,000); in the data active means activation above about 4.9%;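 further: 0% = median of compound wells and 100% = cells with positive control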
# MITF inh: inhibitors of human MITF; O75030; AlphaScreen MITF homodimerization, bead proximity signal; inhibition, % at 2.6 µM; actives 0.91% (n = 650,000); AID 1259374; in the data active means inhibition above about 50%;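 further: 0% = vehicle wells with protein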
# TEAD-YAP block: TEAD-YAP interaction inhibition; HEK-TIYL cells, TEAD-Gal4/YAP UAS-luciferase luminescence; inhibition, % at 9.12 µM; actives 1.4% (n = 640,000); in the data active means inhibition above about 32%;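 further: 0% = median of test compound wells and 100% = reference inhibitor wells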
# Active calls of the source: *.
SMILES,FBW7 act,GPR151 ag,MITF inh,TEAD-YAP block
O=C1CS/C(=N/N=C/c2cc3ccccc3[nH]c2=O)N1,-0.8,-0.8,33.1,9.6
Cc1cccc(OCc2nc(-c3ccc(Cl)cc3)no2)c1,0.2,0.4,6.8,7.3
CC(Oc1ccc(Br)cc1)C(=O)Nc1ccc2c(c1)OCCO2 (stereo not drawn),0.1,4.6,20.2,-1.0
O=S(=O)(/N=C(\c1ccccc1)N1CCc2ccccc2C1)c1ccccc1,0.0,-1.1,12.3,5.9
COc1ccc(N2C(=O)CC(N(CCc3ccc(OC)c(OC)c3)C(=O)c3ccccc3)C2=O)cc1 (stereo not drawn),-0.1,5.2*,-11.0,2.8
O=C(Cn1cnc2c(cnn2-c2ccc(Cl)cc2)c1=O)c1ccc(Cl)cc1,0.0,-1.5,10.9,0.4
O=C(Cn1cc(C(=O)C(F)(F)F)c2ccccc21)Nc1ccccc1,0.0,-0.7,4.0,7.3
O=C(Cc1csc(-c2ccccc2)n1)NNC(=O)c1cc(-c2ccccc2)n[nH]1,0.7,1.0,14.2,1.6
COc1ccc(OC)c(C2C(C(=O)Nc3ccccc3)=C(C)Nc3nnnn32)c1 (stereo not drawn),0.2,0.5,9.6,-1.0
CN1CCCN(c2nccnc2-c2cccc(CO)c2)CC1,0.3,-0.9,22.3,1.2
CCn1c(N2CCC(C(=O)Nc3ncn[nH]3)CC2)nc2ccccc21,0.2,-0.9,-3.0,-16.0
Cc1ccc(CN2CCC3(CCC(CNC(=O)c4ccccc4)O3)CC2)cc1 (stereo not drawn),0.5,0.9,11.7,3.0
CC(C)Sc1ccc(C(=O)Nc2nc(-c3ccccn3)cs2)cc1,-0.5,0.0,6.5,-3.1
COc1ccc(NC(=O)C/C(C)=N/NC(C)=O)c(OC)c1,-0.1,2.1,-12.8,-1.4
O=C(COc1ccc(F)cc1F)NNC(=O)Nc1cccc([N+](=O)[O-])c1,-0.2,-0.5,0.7,1.2
O=C1NC(=O)/C(=C\c2cccn2-c2ccc(Cl)cc2)N1,-0.4,-1.5,12.4,21.0
Cc1ccc2nsnc2c1NC(=O)c1ccc(Br)o1,-0.1,0.8,-6.1,4.7
COc1ccccc1N/N=C(\C)c1ccc([N+](=O)[O-])o1,-0.2,5.7*,4.8,20.9
COc1ccc(C(=O)OCCN(C)C(C)(C)C)cc1,-0.1,1.0,-1.4,2.1
O=C1CCCN1CCn1cnc2c(NCc3nc4ccccc4[nH]3)nc(N3CCN(c4ccccn4)CC3)nc21,-0.1,-0.2,-1.8,-10.7
COc1ccc(NC(=O)c2ccccc2OC)cc1,0.3,-1.3,12.1,-34.5
CCC(=O)Nc1ccc2oc(-c3ccccc3F)nc2c1,-0.1,-2.0,7.5,39.2*
C=CCN1C(=O)S/C(=C\c2cc(I)c(O)c(OCC)c2)C1=O,0.7,-0.6,9.9,-6.7
CC(Oc1ccccc1)C(=O)N1CCC(CCC(=O)Nc2ccccc2)CC1 (stereo not drawn),0.0,-0.8,-8.0,0.2
CCN(C(=O)Cc1nc(-c2ccc(OC)cc2)no1)c1ccccc1F,0.0,3.2,-3.4,-20.1
SMILES,FBW7 act,GPR151 ag,MITF inh,TEAD-YAP block
COc1cccc(CSc2nnc3n(C)c(=O)c4ccc(C(=O)NC5CCCC5)cc4n23)c1,-0.2,0.6,-16.6,5.3
COc1cccn2c(C(=O)NC3CCCCNC3=O)c(C(F)(F)F)nc12 (stereo not drawn),0.3,2.5,13.1,4.7
COCCCNC(=O)c1ccc2c(c1)ncn2-c1cc(C)cc(C)c1,0.0,1.1,16.5,-5.4
COc1ccc(CN2CC(C(=O)NCC3CCCO3)CC2=O)cc1 (stereo not drawn),1.3,0.6,-4.4,-1.1
CCCCCCn1c(NNC=O)nc2c1c(=O)[nH]c(=O)n2C,0.0,0.2,2.7,6.0
Cc1ccc(Cn2c(CN3CCCCC3)nc3c2c(=O)n(C)c(=O)n3C)cc1,0.1,0.6,2.3,5.8
CC(=O)Nc1c([N+](=O)[O-])cc(C)c(Cl)c1[N+](=O)[O-],0.4,-0.9,5.5,9.6
COc1cccc(NC(=O)N2CCCC2C(=O)Nc2ccc(OC)cc2OC)c1 (stereo not drawn),0.1,-0.5,-10.2,2.5
Cc1nn2c(C(F)(F)F)c3c(nc2c1-c1ccc(Cl)cc1)CCC3,0.0,-0.6,-0.3,-0.3
O=C(CS(=O)(=O)c1ccc(Cl)cc1)Nc1ccc(-c2nnc3n2CCCCC3)cc1,0.2,0.1,7.6,6.7
Clc1ccc(CCNc2nccc(Nc3ccncn3)n2)cc1,0.8,-0.1,8.5,-0.1
COC(=O)C1=C(NC(=O)c2ccccc2Br)CCS1,-0.1,5.0*,0.4,0.7
COCCCn1c(=O)c2sccc2n2c(CCCC(=O)NCc3ccccc3)nnc12,0.1,0.0,1.1,3.5
CCOc1ccccc1C(=O)Nc1nc2ccc(F)cc2s1,0.4,0.1,16.1,-21.9
N#C/C(=C\c1ccc(N2CCCCC2)o1)C(N)=O,-0.2,-1.6,5.0,-7.9
CCCOC(=O)C1=C(C)NC2=C(C(=O)CC(c3ccc(OC)c(OC)c3)C2)C1c1ccc(SC)cc1 (stereo not drawn),0.7,-0.9,1.3,-0.7
COC(=O)C(C)Nc1ccccc1 (stereo not drawn),-0.2,-1.0,-2.0,-3.4
COC(=O)C(C)Oc1ccc2c(C)c(C)c(=O)oc2c1C (stereo not drawn),0.2,-1.2,1.7,4.4
CC1(C)CN=C(N(C(=O)Nc2ccccc2)c2ccc(OC(F)(F)F)cc2)S1,0.2,3.0,10.2,-2.0
CCCN(CCO)Cc1ccc(NC(C)=O)cc1,0.5,1.1,7.2,11.2
CCn1c(COc2ccc(Cl)c(C)c2)nc2cc(S(=O)(=O)N(C)C)ccc21,0.1,2.0,-4.3,-7.2
c1cc2c(cc1OCCNC1CCCC1)CCC2,-0.1,6.5*,-43.6,0.8
O=c1[nH]c2cc3c(cc2cc1C(c1nnnn1CC1CCCO1)N1CCCC1)OCO3 (stereo not drawn),-0.1,0.2,-5.9,-8.8
CCSc1nc2ccc(N3C(=O)C4C5C=CC(C5)C4C3=O)cc2s1 (stereo not drawn),0.1,0.0,13.6,-10.9
Fc1cc(-c2nc(Nc3cccc(Cn4cccn4)c3)ncc2F)cc(N2CCOCC2)c1,0.1,-1.7,17.1,-5.9

# Part of the list above, with bars between the fields.
mol | FBW7 act | GPR151 ag | MITF inh | TEAD-YAP block
O=c1[nH]c2cc3c(cc2cc1C(c1nnnn1CC1CCCO1)N1CCCC1)OCO3 (stereo not drawn) | -0.1 | 0.2 | -5.9 | -8.8
CCSc1nc2ccc(N3C(=O)C4C5C=CC(C5)C4C3=O)cc2s1 (stereo not drawn) | 0.1 | 0.0 | 13.6 | -10.9

# (more compounds)
SMILES,FBW7 act,GPR151 ag,MITF inh,TEAD-YAP block
CCCc1ccc(OC(=O)Cn2cnc3sc4c(c3c2=O)CCCC4)cc1,-0.1,-1.1,14.7,1.6
CCNC(=O)c1c(NC(=O)COc2cccc(C)c2)sc2c1CCCC2,-0.1,2.2,-0.5,7.3
CCOC(=O)CCNC(=O)c1cncc(Br)c1,-0.1,1.0,-1.4,-5.9
CCOC(=O)C1=C(C)N=c2s/c(=C\c3ccc(OC)c(I)c3)c(=O)n2C1c1ccc(N(C)C)cc1 (stereo not drawn),-0.2,-0.2,-0.1,-17.3
Cc1ccc(C(=O)NCCc2csc3nc(-c4ccccc4C)nn23)cc1C,0.0,1.3,11.1,-2.0
Cc1ccc(C2C3=C(CCCC3=O)Nc3ccccc3N2C(=O)c2ccccc2)cc1 (stereo not drawn),0.2,-0.8,-5.3,-1.6
O=C1CCC(CCC(=O)N2CCN(c3ccc(Cl)cn3)CC2)(Cc2cccs2)N1 (stereo not drawn),0.1,-1.7,-13.2,-7.3
O=C(NCc1ccccn1)NC1CC(=O)N(c2ccc3c(c2)OCCO3)C1 (stereo not drawn),-0.6,0.2,13.6,9.4
O=C(CC1Sc2ccccc2NC1=O)Nc1ccc(F)cc1 (stereo not drawn),-0.1,1.2,3.5,-1.8
Cn1ccnc1SCCNC(=O)CCc1nnc(C2CCCCC2)o1,-0.1,-0.8,8.2,-9.4
OCCN1CCN(Cc2ccc3c(c2)CN(Cc2cccn2-c2ccccn2)CCO3)CC1,-0.1,0.7,7.7,-2.9
CCN1CCN(c2nc(C)c([N+](=O)[O-])c(Nc3ccc(C)cc3)n2)CC1,-0.1,0.6,11.8,-3.5
CCOC(=O)c1sc2nc(Cc3ccccc3)nc(NCCc3ccccc3Cl)c2c1C,-0.1,-1.1,-8.3,-7.4
COc1ccc2c(c1)c(=O)c1ccccc1n2CC(=O)Nc1cccc([N+](=O)[O-])c1,0.4,0.1,-2.0,3.7
COc1cc2c(-c3ccccc3)c(C)oc2cc1CN1CCC(C2(C)NC(=O)NC2=O)CC1 (stereo not drawn),0.1,0.0,-0.5,2.8
CCOc1ccc(CN2CCC(N3CCN(Cc4ccccc4)CC3)CC2)cc1,0.2,1.0,42.1,11.0
CCC(=O)NNC(=O)CSc1nc(C(C)C)nc2sc3c(c12)CCCC3,0.1,-0.3,6.0,11.4
CCNC(=S)N/N=C1\CCCCc2ccccc21,-0.3,0.7,-3.7,-7.9
CC(=O)Oc1ccccc1CN1C(=O)C(C)Oc2ncc(C(F)(F)F)cc21 (stereo not drawn),0.3,0.7,12.4,14.3
Cn1c(Cn2c(=O)sc3ccccc32)n[nH]c1=S,-0.3,-1.9,-3.9,3.9
CC(NC(=O)CCc1ccccc1)c1nnc2n1CCN(C/C=C/c1ccco1)CC2 (stereo not drawn),0.5,2.3,18.8,8.4
N#CC1=C(N)OC2=C(C(=O)CCC2)C12C(=O)N(CC(N)=O)c1ccccc12 (stereo not drawn),0.0,1.6,-0.3,6.0
CCN(CC)C(=O)C1CCCN(Cc2ccc(O)cc2)C1 (stereo not drawn),0.1,0.5,-8.4,0.5
COC(=O)C1=C(C)NC(=O)NC1c1ccc(Br)cc1 (stereo not drawn),-0.1,0.5,6.5,4.9
CCOC(=O)c1c(NC(=O)c2ccco2)sc(C(=O)N(C)C)c1C,0.4,-1.6,9.5,-10.0

# Copied from the list:
# Under FBW7 act, O=S(=O)(/N=C(\c1ccccc1)N1CCc2ccccc2C1)c1ccccc1 shows 0.0
# Under FBW7 act, CCNC(=O)c1c(NC(=O)COc2cccc(C)c2)sc2c1CCCC2 shows -0.1
# Under GPR151 ag, Cc1cccc(OCc2nc(-c3ccc(Cl)cc3)no2)c1 shows 0.4

# Other entries:
SMILES,FBW7 act,GPR151 ag,MITF inh,TEAD-YAP block
O=C(NCc1nnnn1C1CCCCC1)NC1CCCCC1,0.0,1.4,4.9,1.6
CC(C)N(C(=O)Cn1c(SCC(=O)N2CCOCC2)nc2ccccc21)C(C)C,-0.2,0.1,3.1,5.9
C=CCn1c(=S)[nH]c2sc(C)c(-c3ccccc3)c2c1=O,0.1,3.1,3.5,9.1
COC(=O)CC[C@H]1CN(Cc2cc(C)c(OC)cc2C)CC[C@H]1N1CCOCC1,1.3,2.1,4.0,12.0
CCOc1ccc(OCC)c(NC(=O)c2cc(S(=O)(=O)N3CCCCC3)c[nH]2)c1,0.4,-0.4,8.5,6.2
Cc1ccc(NC(=O)c2sc3nc(C)cc(C)c3c2N)cc1,0.3,-0.2,-15.7,-73.7
Cc1ccc(CCNC(=O)c2cc(Sc3ccc(C)cc3)nc3ccccc23)cc1,0.2,-2.4,10.6,1.7
Cn1nc(-c2ccc(Cl)cc2)c2cc(C(=O)NCC3CCCO3)sc21 (stereo not drawn),-0.3,0.5,-0.4,3.9
c1ccc(Oc2ccc(Nc3nc(Nc4cccnc4)nc4c3ncn4-c3ccsc3)cc2)cc1,-0.1,-2.7,-5.4,5.0
COc1cc(OC)nc(Oc2ccc(C(=O)O)cc2)n1,0.1,3.2,-2.6,5.6
CCN(CC)CCCN1C(=O)c2oc3cc(C)c(C)cc3c(=O)c2C1c1ccc(C)cc1 (stereo not drawn),0.2,-0.8,15.6,-8.2
COC(=O)Cc1[nH]nc2c1C(c1ccc(O)c(OC)c1)C(C#N)=C(N)O2 (stereo not drawn),-0.1,0.3,7.0,-3.1
COc1ccccc1Nc1nc(N2CCOCC2)c2cnn(C)c2n1,-0.1,-0.1,1.0,-9.9
COC(=O)c1ccc(Oc2nc(NC(C)C)nc(NC(C)C)n2)cc1,0.1,-0.3,8.4,1.4
O=P(CCN1CCCCC1)(CCN1CCCCC1)c1ccccc1,0.1,2.1,-17.2,3.9
COc1ccc(S(=O)(=O)N2CCc3cc(OC)c(OC)cc3C2)cc1,0.2,0.2,7.9,-4.5

# Part of the list above, as labelled records.
> COC(=O)CC[C@H]1CN(Cc2cc(C)c(OC)cc2C)CC[C@H]1N1CCOCC1
  FBW7 act: 1.3 | GPR151 ag: 2.1 | MITF inh: 4.0 | TEAD-YAP block: 12.0
> O=P(CCN1CCCCC1)(CCN1CCCCC1)c1ccccc1
  FBW7 act: 0.1 | GPR151 ag: 2.1 | MITF inh: -17.2 | TEAD-YAP block: 3.9
> COc1ccc(S(=O)(=O)N2CCc3cc(OC)c(OC)cc3C2)cc1
  FBW7 act: 0.2 | GPR151 ag: 0.2 | MITF inh: 7.9 | TEAD-YAP block: -4.5
> COc1cc(OC)nc(Oc2ccc(C(=O)O)cc2)n1
  FBW7 act: 0.1 | GPR151 ag: 3.2 | MITF inh: -2.6 | TEAD-YAP block: 5.6

# Screening data from PubChem BioAssay.

# Compounds as they come; 3.5% or so of the library scored in one or more.
